SMARCA2 act: SMARCA2 (BRM) function activators, primary screen, cell-based, luminescence, high throughput; MG213 cells, MMTV-luciferase reporter, dexamethasone, overnight; activation, % at 9.1 µM; 370,000 compounds, 1% hits; AID 652017, 2013; in the data active means activation above about 7.8%;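 further: 0% = vehicle wells and 100% = reference activator wells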
FXN GAA850 act: FXN promoter activators, primary screen, cell-based, luciferase luminescence, HEK293 lucGAA850. HEK293 lucGAA850 FXN promoter luciferase reporter, 24 h; percent of 10 µM SAHA response. activation, % at 6 µM. 360,000 compounds, 0.56% hits. AID 540364, 2011;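 active means activation above the average of all compounds screened plus 3 SD, cutoff fixed separately per campaign, cut at about 7.5% in these data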;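 further: 0% = DMSO wells and 100% = 10 µM SAHA wells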
GC-B act: human GC-B receptor activators, primary screen, HEK293 GC-B cells, cGMP TR-FRET, EC30 CNP. 0% at EC30 CNP, 100% saturating CNP. activation, % at 10 µM. 370,000 compounds, 0.11% hits;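 active means activation at 10 µM reaching about 35% in either raw or pattern-adjusted values, limit read from the data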
ssDAF12 agonist: S. stercoralis DAF-12 nuclear receptor activators, primary screen, cell-based, luminescence, HEK293, GRIP1 co-expression, lit1-tk-luc; Nuclear hormone receptor DAF-12 (Strongyloides stercoralis); HEK293 ssDAF-12/GRIP1 lit1-tk-luc reporter; % of 3 µM dafachronic acid response; 370,000 compounds, 1% hits; AID 652126, 2013; activation, % at 6.8 µM;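 active means activation above the mean over all tested compounds plus 3 SD, cut at about 0.9% in these data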;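 further: 0% = DMSO-only wells and 100% = 3 µM delta7-dafachronic acid wells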
hcDAF12 agonist: H. contortus DAF-12 nuclear receptor activators, primary screen, cell-based, luminescence, HEK293, lit1-tk-luc reporter; HEK293 hcDAF-12 lit1-tk-luc reporter; 0% DMSO, 100% Δ7-dafachronic acid; activation, % at 6.8 µM; 370,000 compounds, 1.4% hits; AID 652067, 2013;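 active means activation above the mean of all tested compounds plus 3 SD, cut at about 5.5% in these data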;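 further: 100% = response to 3 µM Δ7-dafachronic acid high control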
DAX1 inh-1: DAX1 (NR0B1) inhibitors, primary screen, cell-based, HEK293, Gal4-DAX1, luciferase luminescence; Nuclear receptor subfamily 0 group B member 1 (Homo sapiens), P51843; 340,000 compounds, 0.99% hits; inhibition, % at 6.75 µM; HEK293 Gal4-DAX1 luciferase reporter; AID 504766, 2011;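 active means inhibition above the mean over all tested compounds plus 3 SD, cut at about 4.2% in these data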;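 further: 0% = DAX1-transfected cells with DMSO and 100% = empty-vector control cells with DMSO; inhibition shows as a rise in luminescence from relieved DAX1 repression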
Target sequence (P51843 207-470 limits assumed): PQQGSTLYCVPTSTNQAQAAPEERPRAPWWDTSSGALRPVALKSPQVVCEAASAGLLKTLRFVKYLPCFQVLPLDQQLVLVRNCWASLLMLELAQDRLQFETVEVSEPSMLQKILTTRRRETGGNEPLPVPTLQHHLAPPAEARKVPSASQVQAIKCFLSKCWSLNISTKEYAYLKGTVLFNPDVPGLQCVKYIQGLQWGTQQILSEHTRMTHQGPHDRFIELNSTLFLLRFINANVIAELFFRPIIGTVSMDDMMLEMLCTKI
KLK7 zymogen act: proKLK7 zymogen activators, primary screen, biochemical, fluorescence intensity; 370,000 compounds, 0.9% hits; activation, % at 7 µM; Kallikrein-7 (Homo sapiens), P49862; purified proKLK7, EDANS-DABCYL substrate fluorescence; 100% is mature enzyme control, 0% vehicle;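 active means activation above the mean of all tested compounds plus 3 SD, computed per campaign excluding outliers beyond control limits, cut at about 13% in these data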
Target sequence (P49862 whole entry, looked up): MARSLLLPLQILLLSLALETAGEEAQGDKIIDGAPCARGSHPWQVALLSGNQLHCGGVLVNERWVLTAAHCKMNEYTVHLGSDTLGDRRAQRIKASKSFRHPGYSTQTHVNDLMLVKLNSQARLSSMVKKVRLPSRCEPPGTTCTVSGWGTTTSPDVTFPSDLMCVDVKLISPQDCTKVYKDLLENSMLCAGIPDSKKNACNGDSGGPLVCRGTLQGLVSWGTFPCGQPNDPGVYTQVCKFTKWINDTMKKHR
hgDAF12 agonist: H. glycines DAF-12 receptor agonists, primary screen, cell-based, luminescence, HEK293, GAL4 fusion, UAS-luciferase | Nuclear hormone receptor DAF-12 (Heterodera glycines), GAL4 fusion | HEK293 GAL4-hgDAF12 UAS-luciferase reporter, agonist luminescence; normalized to butyrate control | activation, % at 6.8 µM | 370,000 compounds, 1.8% hits | AID 687014, 2013;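 active means activation above a cutoff set at the mean of all screened compounds plus 3 SD, cut at about 10% in these data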;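 further: 0% = DMSO wells and 100% = sodium butyrate wells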
GC-A act: GC-A stimulated cGMP production enhancers – HEK293 GC-A cells, cGMP TR-FRET, EC30 ANP, primary screen | activation, % at 10 µM | 0% at EC30 ANP, 100% saturating ANP | Atrial natriuretic peptide receptor 1 (Homo sapiens), P16066 | 370,000 compounds, 0.14% hits; in the data active means activation above about 40%
DAX1 inh-2: DAX1 (NR0B1) inhibitors on StAR promoter, primary screen, cell-based, luminescence, SF-1 (NR5A1), full-length DAX-1 | HEK293T StAR-luciferase reporter, SF-1/DAX-1 repression relief | inhibition, % at 6.8 µM | 370,000 compounds, 1.1% hits | AID 652010, 2013;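 active means inhibition above the mean over all tested compounds plus 3 SD, cut at about 3.6% in these data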;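 further: 0% = DAX-1 cells with DMSO and 100% = cells lacking DAX-1 with DMSO; higher inhibition means more luminescence from relief of DAX-1 repression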
sPLA2-III inh: human group III sPLA2 inhibitors, primary screen, biochemical, QFRET, BODIPY PC-A2 liposome substrate; Group 3 secretory phospholipase A2 (Homo sapiens), Q9NZ20; AID 743126, 2013; 370,000 compounds, 0.56% hits; inhibition, % at 12.2 µM; QFRET BODIPY PC-A2 liposome hydrolysis, fluorescence;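 active means inhibition above mean plus 3 SD of compounds lying within the high and low control bounds, cut at about 19% in these data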;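 further: 0% = median of test compound wells and 100% = no enzyme DMSO wells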
Target sequence (Q9NZ20 whole entry, looked up): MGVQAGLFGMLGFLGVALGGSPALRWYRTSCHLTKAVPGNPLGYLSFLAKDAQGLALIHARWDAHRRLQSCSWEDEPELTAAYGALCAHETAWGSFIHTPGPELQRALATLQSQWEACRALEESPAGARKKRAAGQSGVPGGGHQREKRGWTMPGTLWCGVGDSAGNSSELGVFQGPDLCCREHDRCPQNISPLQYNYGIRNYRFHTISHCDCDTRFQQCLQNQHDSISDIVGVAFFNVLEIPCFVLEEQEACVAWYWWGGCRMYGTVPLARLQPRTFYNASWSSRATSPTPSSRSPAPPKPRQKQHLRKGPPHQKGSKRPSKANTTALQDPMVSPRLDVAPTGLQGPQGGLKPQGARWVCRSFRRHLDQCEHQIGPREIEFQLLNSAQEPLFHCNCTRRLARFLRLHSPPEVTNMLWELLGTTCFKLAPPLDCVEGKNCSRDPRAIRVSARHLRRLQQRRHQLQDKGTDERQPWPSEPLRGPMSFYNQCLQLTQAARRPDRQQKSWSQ
* hit, by the source's call; . = no result given.

SMILES	SMARCA2 act	FXN GAA850 act	GC-B act	ssDAF12 agonist	hcDAF12 agonist	DAX1 inh-1	KLK7 zymogen act	hgDAF12 agonist	GC-A act	DAX1 inh-2	sPLA2-III inh
CCCn1c(SCC(=O)NC2CCCCC2)nnc1C1CC1	-1	0.2	4	-1.4	-0.8	0.0	0.2	2.9	1	-0.9	6
Cc1ccc(-n2c3c(cc(C(=O)O)c2=O)C(=O)CC(C)(C)C3)cc1	0	0.6	4	-1.4	-1.2	-0.7	0.1	-1.0	4	-0.6	8
O=C(CNC(=S)NC(=O)c1cccc([N+](=O)[O-])c1)c1ccccc1	2	2.0	-6	-1.2	0.4	-0.1	-0.7	-0.6	1	-0.4	-4
CCN(CC(=O)Nc1c(F)cccc1F)C(=O)c1ccc(C(F)(F)F)cc1	-3	-0.5	4	-0.7	-0.7	0.6	-0.1	0.4	1	0.6	0
C=CCn1c(C(C)NC(=O)CCC)nc2ccccc21 (stereo unspecified)	4	0.7	5	-1.4	0.8	0.5	0.2	0.9	2	-0.4	-2
COc1cccc(CN(c2ccc3c(c2)CCC3)S(=O)(=O)c2ccc(-n3cnnn3)c(OC)c2)c1	-2	-2.8	-2	-1.9	-1.8	0.0	-0.3	-2.3	-8	0.4	-13
COC(=O)C1=C(C)N(Cc2ccccc2C(F)(F)F)C(=NCc2ccc3c(c2)OCO3)NC1c1ccc(Cl)cc1 (stereo unspecified)	2	.	-10	-0.5	1.0	.	-0.3	2.4	-19	-1.3	2
CCSc1nc(O)c(C2OC(=O)c3c2ccc(OC)c3OC)c(=O)n1-c1ccccc1 (stereo unspecified)	-2	-0.3	-2	-0.9	-0.8	0.6	-0.6	2.4	2	-0.2	-1
O=C(CSc1ccc(-c2ccncc2)nn1)N1CCCCC1	-4	0.1	0	-1.0	-1.0	0.5	0.0	0.5	3	-1.4	6
O=C(COC(=O)c1cc([N+](=O)[O-])ccc1N1CCOCC1)NC1CCS(=O)(=O)C1 (stereo unspecified)	-3	1.8	5	-0.6	0.4	1.4	-0.2	2.5	1	-0.8	3
CC(C)(C)c1ccc(C(=O)N2CCC(C(=O)NCC3CCCO3)CC2)cc1 (stereo unspecified)	2	1.4	6	-0.9	-1.3	1.7	0.4	5.2	-2	0.9	0
CCOc1ccccc1NC(=O)CSc1nc2ccccc2nc1N1CCOCC1	-3	1.3	-10	0.3	2.6	1.1	-1.1	-1.9	-15	0.1	-1
CCC(=O)Nc1ccc(NC(=O)CSc2nnc(-c3ccco3)n2C)cc1	0	-0.3	4	-1.1	0.1	0.8	0.9	-0.3	-2	-0.8	6
O=C(NCCS(=O)(=O)NCc1ccccn1)c1ccccc1	-1	-1.0	1	-0.8	-0.2	0.3	0.5	0.2	-3	0.3	5
COc1cccc(NC(=O)CN(C)C(=O)/C=C/c2cn(-c3ccccc3)nc2-c2ccc(OC)c(OC)c2)c1	0	-1.7	-3	-1.2	0.4	-0.8	-46	-2.9	-1	-2.1	-39
CC1=NN(C(N)=S)C(=O)C1N=Nc1cccc(C)c1 (stereo unspecified)	-2	1.6	-5	-1.1	-0.1	1.2	0.6	-0.4	2	-0.2	2
Cn1c(=O)c2c(nc(Oc3cccc(O)c3)n2C)n(C)c1=O	2	1.0	0	-1.4	-2.3	3.1	0.2	-1.3	-1	-0.3	-2
Cc1ccc(Nc2nc(NCc3cccs3)nc3ccsc23)c(C)c1	-7	-1.7	1	-2.0	-1.6	.	-0.6	-2.1	-2	-2.3	-8
Cc1cccc(C(=O)NC(C)C2CC3CCC2C3)c1 (stereo unspecified)	0	-1.3	8	-1.7	0.7	.	-0.2	2.3	0	-0.1	-2
O=C1N(c2ccccc2C(F)(F)F)O[C@]1(c1ccccc1)C1CCCCC1	0	-1.2	3	-1.0	-1.8	0.6	-0.7	-0.9	-8	-0.3	8
COC1=C[C@H](C(=O)NCc2ccccn2)[C@@]2(C)Cc3ccccc3[C@H]2CC1=O	-1	.	8	-1.2	1.3	.	0.0	3.5	3	0.5	6
Cc1ccc(NC(=S)N(CCCN2CCC(C)CC2)Cc2ccco2)cc1C	-1	0.4	-3	-1.2	1.9	-0.2	0.0	2.1	0	-0.6	5
O=C(COC(=O)c1cn(-c2ccccc2)nc1-c1ccccc1)c1cccc([N+](=O)[O-])c1	-1	-0.5	4	-1.9	-0.5	-0.8	-0.3	-2.3	3	-0.4	-2
O=C(COC(=O)c1ccc2c(c1)OCO2)Nc1ccccc1	5	1.7	3	-1.6	-0.1	-0.2	0.8	1.1	1	-0.5	-8
Cn1nnnc1SCC(=O)N(C1CCCCC1)C1CCCCC1	-2	1.3	-5	-1.6	-0.5	-0.3	-0.3	2.1	-8	-1.4	0

New compounds follow:
SMILES	SMARCA2 act	FXN GAA850 act	GC-B act	ssDAF12 agonist	hcDAF12 agonist	DAX1 inh-1	KLK7 zymogen act	hgDAF12 agonist	GC-A act	DAX1 inh-2	sPLA2-III inh
O=C(COC(=O)c1n[nH]c(=O)c2ccccc12)c1ccc(Cl)cc1	-1	1.0	-14	-1.0	-1.3	0.5	1.0	0.2	0	0.0	-2
CC(OC(=O)COc1ccc(C#N)cc1)C(=O)Nc1ccc(Cl)cn1 (stereo unspecified)	-2	-0.1	-6	-0.6	-0.9	-0.1	-0.2	-1.0	-4	-1.1	14
Cc1ccccc1C(=O)NC1CC2CCCC(C1)N2Cc1ccccc1Cl (stereo unspecified)	-1	-2.2	-1	-1.2	-0.3	0.5	0.3	2.4	1	0.1	1
Nc1[nH]c(N=NC(=O)c2ccc(Cl)cc2)c2ccccc12	3	2.1	-5	-1.5	2.3	-0.5	0.3	3.7	-5	0.5	-5
C/C(=N\Nc1ccc(C(=O)O)cc1)c1ccc2c(c1)Nc1ccccc1S2	1	3.9	2	-2.0	-0.4	6.1*	2.8	-0.1	8	-0.1	-15
CCS(=O)(=O)c1nc2ccccc2n1CC(=O)N1CCOCC1	2	-0.5	6	-1.3	-0.7	-0.1	-0.2	0.1	-1	0.0	6
Cn1cc(Br)c(C(=O)N2CCN(c3cccc(Cl)c3)CC2)n1	4	3.8	0	-1.2	-2.1	-1.3	-0.2	-1.2	-4	-0.9	-1
COCCNC(=S)N(CCc1c(C)[nH]c2ccc(OC)cc12)Cc1ccco1	-1	-1.2	-2	-1.3	-3.0	0.3	-0.3	-1.8	-7	-0.5	-1
COc1ccc(Cl)cc1NC(=O)C1CCCO1 (stereo unspecified)	0	0.7	2	-1.1	-2.0	1.1	0.0	0.8	0	0.2	1
Cc1ccc(-c2cccc(C(=O)NCc3ccccc3)n2)c2ccccc12	0	0.8	0	-1.6	-1.3	0.5	-1.6	-2.0	1	0.0	-10
Cc1cccc(Cl)c1NC(=O)N(C)c1ccccc1	-5	.	-16	-0.1	0.8	.	-0.3	-1.0	-6	-0.8	19
CCOC(=O)NC(=O)CSc1ccc(S(=O)(=O)N2CCCCC2)cn1	0	-2.0	4	-1.6	-1.1	0.0	-0.1	-1.3	3	-0.1	-14
COC(=O)c1cc(=O)n(CCc2ccccc2F)c(=Nc2ccc(F)c(Cl)c2)s1	-1	-2.7	-5	-0.9	-0.7	-0.6	0.3	-0.5	1	-1.2	0
CC(=O)N1CCc2c(sc(NC(=O)C3CCCCC3)c2C(N)=O)C1	-1	0.2	-3	-1.3	-1.1	-0.2	-1.9	0.6	2	0.5	-15
O=C(CCC(=O)c1ccc(Cl)cc1)OCC(=O)c1ccccc1	-2	1.1	-6	-1.2	-0.9	-0.1	-0.3	-0.1	5	1.0	-17
CSc1nsc(SCc2ccc(Cl)cc2)n1	4	3.1	0	-0.4	1.7	0.4	0.5	-0.3	3	0.1	11
O=C(CSc1nc(-c2ccco2)cc(C(F)(F)F)n1)Nc1ccc(C(=O)N2CCOCC2)cc1	-3	-1.0	0	-1.7	-2.1	-0.1	-0.2	-2.2	-2	-0.3	-2
COc1ccc(C(=O)NC(=O)CSc2n[nH]c(N)n2)cc1	4	-1.9	1	-1.1	-1.3	-1.4	0.5	-0.6	-2	0.1	-4
COC(=O)[C@]12C[C@H](CC(=O)NCc3cccc(C(F)(F)F)c3)C(=O)N(CCC3=CCCCC3)C1=C[C@H](C1CCCC1)O[C@@H]2C	-2	.	4	-1.4	-1.6	.	-0.5	1.5	1	-1.0	-19
CC(C)(CO)NC(=O)Nc1ccc(Cl)c(Cl)c1	1	0.3	-2	-1.2	-0.2	-0.3	0.3	4.9	0	0.1	-1
C=CCN(c1ccccc1OC)S(=O)(=O)c1cccc(C(=O)OCC(=O)c2c(N)n(C)c(=O)n(C)c2=O)c1	-2	5.6	7	-2.4	-1.7	-1.1	-0.2	-5.1	10	-3.8	-1
O=C(COC(=O)c1ccccc1SCC(=O)NC1CCS(=O)(=O)C1)NC1CCS(=O)(=O)C1 (stereo unspecified)	-1	2.0	-3	-1.4	0.5	0.9	14*	-1.5	3	0.1	-3
O=C(NC(=S)Nc1ccccc1O)c1cccnc1	-1	0.8	-4	-1.9	-2.4	2.1	-0.5	2.2	7	-0.2	1
CC(=O)c1cc(NC(=O)c2ccccc2)c(=O)oc1C	0	4.3	2	-0.3	-0.7	-0.2	0.0	-3.4	2	1.1	1
C[C@H]1[C@@H](NCc2cccs2)CC[C@@]23CCCN2C(=O)CCC[C@@H]13	.	.	-5	-2.1	3.0	.	.	3.4	2	.	-1
COc1cccc(CN2C(=O)Nc3ccccc3C(=O)N2C(C)(C)C)c1	-2	2.3	-9	-0.9	-0.5	0.4	-0.1	0.6	-6	0.0	7
Cc1cc(OCc2ccc(C(=O)n3cccn3)o2)ccc1Cl	5	0.7	-10	0.1	0.9	0.7	0.3	5.8	26	0.5	3

Looked up by structure from above:
SMILES	SMARCA2 act	FXN GAA850 act	GC-B act	ssDAF12 agonist	hcDAF12 agonist	DAX1 inh-1	KLK7 zymogen act	hgDAF12 agonist	GC-A act	DAX1 inh-2	sPLA2-III inh
Cn1cc(Br)c(C(=O)N2CCN(c3cccc(Cl)c3)CC2)n1	4	3.8	0	-1.2	-2.1	-1.3	-0.2	-1.2	-4	-0.9	-1
O=C(COC(=O)c1cn(-c2ccccc2)nc1-c1ccccc1)c1cccc([N+](=O)[O-])c1	-1	-0.5	4	-1.9	-0.5	-0.8	-0.3	-2.3	3	-0.4	-2
COc1cccc(NC(=O)CN(C)C(=O)/C=C/c2cn(-c3ccccc3)nc2-c2ccc(OC)c(OC)c2)c1	0	-1.7	-3	-1.2	0.4	-0.8	-46	-2.9	-1	-2.1	-39

Bioassay records (PubChem)
